Screening data from PubChem.
Shiga inhibitor: Shiga toxin inhibition; Vero cells, Shiga toxin protein synthesis inhibition reporter; inhibition, % at 38.7 µM; actives 9.2% (n = 290,000); in the data active means inhibition mostly above about 28%, no sharp cut-off; inactive means mostly below about 43%; further: 0% is about no effect
AmpC no deterg: AmpC beta-lactamase inhibition without detergent; Potency, µM (doses to about 57.1 µM), for the others: at the top dose activity change, negative = inhibition, most hits filed as inhibitors; AID 485341; actives 0.52% (n = 330,000); P00811; AmpC nitrocefin hydrolysis, absorbance 480 nm, 0.0001% Triton;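 further: potency means the concentration at half of the fitted maximal effect; plate controls were no compound for no effect and no enzyme for full effect; nearly all actives have a fitted effect of over 20% in size; some results filed as inactive show a strong effect at the top dose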
Target sequence (P00811 whole entry, looked up): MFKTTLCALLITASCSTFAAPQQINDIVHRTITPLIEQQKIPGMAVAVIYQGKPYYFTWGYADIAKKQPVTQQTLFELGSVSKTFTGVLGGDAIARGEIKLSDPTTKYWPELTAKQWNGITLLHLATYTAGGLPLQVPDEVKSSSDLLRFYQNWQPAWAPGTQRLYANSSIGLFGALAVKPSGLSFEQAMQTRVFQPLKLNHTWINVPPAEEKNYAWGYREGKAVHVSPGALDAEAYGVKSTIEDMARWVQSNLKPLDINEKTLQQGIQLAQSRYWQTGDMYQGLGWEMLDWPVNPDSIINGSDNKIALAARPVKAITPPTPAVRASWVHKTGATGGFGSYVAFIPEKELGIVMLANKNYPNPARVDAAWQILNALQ
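AmpC (5.3 nM in the dispensed reagent) in 20 mM phosphate pH 7.0 with 0.01% (detergent screen) or 0.0001% Triton X-100 was preincubated with compounds for 15 min at room temperature. Nitrocefin was then added from an 800 uM solution, and hydrolysis was followed at 480 nm.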
HCMV inh: inhibitors of human cytomegalovirus. actives 4.5% (n = 410,000). activity change, negative = inhibition, % at 57.5 µM. HFF cells, HCMV-luciferase reporter, 72 h; hits give low values. AID 1259415; in the data active means activity change below about -60%; inconclusive means no clear call, values can overlap the other calls; inactive means above about -39%; further: on the % scale 0 is the no-effect control and ±100 the full control effect
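Steps: HFFs plated, 16 h 37C; compounds added; HCMV-luciferase added to MOI 1 PFU/cell; 72 h 37C; OneGlo reagent, 5 min room temperature; luminescence read, normalized to controls.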
AMA1-RON2 inh: AMA1-RON2 (P. falciparum) interaction inhibition | AlphaScreen AMA1-biotinylated RON2 peptide binding | actives 0.2% (n = 360,000) | Potency, µM (doses to about 58.2 µM), without a hit: at the highest dose activity change, negative = inhibition, hits mostly inhibitors;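 further: potency means the concentration at half of the fitted maximal effect; 0% = vehicle wells and -100% = peptide control; nearly all actives have a fitted effect of over 45% in size; some results filed as inactive show a strong effect at the top dose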
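AMA1 (3D7) with his tag at 25 nM final met compounds first, then biotinylated RON2 peptide at 25 nM; detection used donor plus acceptor beads, 10 µg/mL apiece, read by AlphaScreen after 30 min at room temperature.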
Cycloheximide cs: counter-screen for Shiga toxin inhibitors: cycloheximide protein synthesis inhibition | cell reporter, cycloheximide protein synthesis inhibition counterscreen | max response, % | actives 12% (n = 300,000); in the data active means max response mostly above about 13%, no sharp cut-off; inactive means mostly below about 14%; further: read at 38.3 µM for the half of the compounds with a filed dose; 0% is about no effect
AmpC inh detg: blocks E. coli AmpC beta-lactamase in detergent assay | P00811 | AmpC hydrolysis of nitrocefin, absorbance 480 nm, 0.01% Triton | Potency, µM (doses to about 114 µM), inactives show top-dose activity change, negative = inhibition, actives largely listed as inhibitors | actives 0.041% (n = 370,000);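 further: potency means the concentration at half of the fitted maximal effect; 0% = no-compound wells and -100% = no-enzyme wells; nearly all actives have a fitted effect of over 25% in size; some results filed as inactive show a strong effect at the top dose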
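AmpC (5.3 nM in the dispensed reagent) in 20 mM phosphate pH 7.0 with 0.01% (detergent screen) or 0.0001% Triton X-100 was preincubated with compounds for 15 min at room temperature. Nitrocefin was then added from an 800 uM solution, and hydrolysis was followed at 480 nm.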
FBPA Giardia inh: Giardia lamblia aldolase inhibition; purified Giardia FBPA; Potency, µM (titrated, usually from 59.6 µM), for the others: at the top dose activity, negative = inhibition, hits mostly inhibitors; actives 0.71% (n = 290,000); A8B2U2; further: potency means the concentration at half of the fitted maximal effect; on the % scale 0 is the no-effect control and ±100 the full control effect; nearly all actives have a fitted effect of over 55% in size
Target sequence (A8B2U2 whole entry, looked up): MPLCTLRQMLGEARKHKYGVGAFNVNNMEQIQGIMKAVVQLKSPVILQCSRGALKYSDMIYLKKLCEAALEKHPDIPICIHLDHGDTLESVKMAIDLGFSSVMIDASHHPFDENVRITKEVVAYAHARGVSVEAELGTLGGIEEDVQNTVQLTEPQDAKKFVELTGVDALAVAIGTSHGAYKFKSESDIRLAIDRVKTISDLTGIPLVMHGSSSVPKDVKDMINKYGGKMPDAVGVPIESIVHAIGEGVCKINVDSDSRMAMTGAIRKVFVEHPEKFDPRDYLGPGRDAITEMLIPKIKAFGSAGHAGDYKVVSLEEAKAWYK
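Giardia FBPA (40 nM reagent) was preincubated 10 min at RT with compound (up to 57.5 uM final), then substrate plus GAPDH/TPI/NAD/arsenate coupling system with diaphorase/resazurin was added; resorufin fluorescence (525/598 nm) was read after 20 min.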
Active calls of the source: *; ? = inconclusive; nt = no result given; & = joins results of further samples; [ ] = remark or other dose. Unless noted, the call rests on the fitted dose curve; in most records, active means well fitted curve in the direction sought with a large enough effect; inconclusive means small, poorly fitted or top-dose-only effect, or another doubt; inactive means no such curve, though single readings can be large; an effect the other way counts as inactive or inconclusive.

[1] CCOc1cc([N+](=O)[O-])cc(/C=C2/NC(=O)N(Cc3ccccc3F)C2=O)c1O
[2] CCc1ccc(S(=O)(=O)NCCc2csc(-c3ccccc3)n2)s1
[3] Cc1ccc(C(=O)CCC(=O)Nc2cccc(C(F)(F)F)c2)cc1
[4] CNc1ccc(S(=O)(=O)NCC(=O)OC(C)C(=O)N(C)Cc2ccccc2)cc1[N+](=O)[O-] (stereo not drawn)
[5] COc1ccc(CC(=O)N2CCC(n3nccc3NC(=O)C3CCOC3)CC2)cc1 (stereo not drawn)
[6] O=C(NC(=S)Nc1ccc(F)cc1)c1ccc2c(c1)OCCO2
[7] COC(=O)CCc1nc2cc(Cl)ccc2n(Cc2ccccc2)c1=O
[8] N#CCCN(C(=O)COC(=O)c1cc(=O)c2ccccc2o1)c1ccccc1
[9] CC(=O)Nc1ccccc1NC(=O)C/C(C)=N/NC(=O)c1cccnc1
[10] Cc1ccc(/C=N/Nc2nc(N3CCCCC3)nc(N3CCCCC3)n2)o1
entry no.	1	2	3	4	5	6	7	8	9	10
Shiga inhibitor	19	-5	-15	nt	-12	101*	-23	nt	48*	-6
AmpC no deterg	-30%	-27%	-21%	-8%	2%	-26%	4%	-12%	-13%	2%
HCMV inh	-16	-63*	-1	-14	?	-34	-10	-23	35	-36
AMA1-RON2 inh	-3%	12%	2%	-4%	0%	51%[activator]	13%	15%	83%[activator]	25%
Cycloheximide cs	1	3	-4	nt	3	70*	7	nt	14	-2
AmpC inh detg	2%	1%	-1%	-5%	-11%	?	4%	0%	-8%	-2%
FBPA Giardia inh	-2%	-14%	-1%	nt	nt	-6%	-1%	nt	-20%	1%

[11] COCCN(C(=O)COC(=O)CCC(=O)c1ccc(Cl)cc1)c1c(N)n(Cc2ccccc2)c(=O)[nH]c1=O
[12] CC1=C(C(=O)OCc2ccccc2)C(c2ccc(N(C)C)cc2)NC(=O)N1 (stereo not drawn)
[13] Cc1ccc(S(=O)(=O)N(C)C)cc1NC(=O)C(C)Sc1ccccc1 (stereo not drawn)
[14] C[N+]1(CC(=O)OCCCc2ccccc2)CCCC1
[15] CN(C)/C=N/c1c(C#N)cnn1-c1ccc(C(F)(F)F)cn1
[16] C=CCN(c1ccccc1OC)S(=O)(=O)c1cccc(C(=O)OCC(=O)N2CC(C)OC(C)C2)c1 (stereo not drawn)
[17] CC(C)C[C@H](NC(=O)[C@H](Cc1ccccc1)NC(=O)[C@@H]1CCCN1C(=O)[C@H](CC(=O)O)NC(=O)[C@@H]1CCC(=O)N1)C(=O)N[C@@H](CCCN=C(N)N)C(=O)N[C@@H](Cc1ccccc1)C(N)=O
[18] COc1cccc(NS(=O)(=O)c2ccc3[nH]cc(C(=O)NCCc4ccc(C)cc4)c(=O)c3c2)c1
[19] O=[N+]([O-])c1ccc(CSc2ccc(S(=O)(=O)N3CCCC3)cn2)cc1
[20] C=CCn1c(=NC(=O)c2sc3ccccc3c2Cl)sc2cc(S(N)(=O)=O)ccc21
entry no.	11	12	13	14	15	16	17	18	19	20
Shiga inhibitor	1	13	-5	-6	-7	nt	-6	nt	nt	8
AmpC no deterg	197%[activator]	-29%	-27%	-9%	-29%	194%[activator]	nt	6.3µM*	-19%	-48%
HCMV inh	-34	-14	-10	24	-5	61	nt	-5	nt	nt
AMA1-RON2 inh	9%	-27%	-15%	-16%	1%	25%[11.6 µM]	nt	nt	-5%	13%
Cycloheximide cs	-3	-4	-1	-2	-6	nt	6	nt	nt	-5
AmpC inh detg	-7%	-7%	0%	-2%	2%	nt	nt	-13%	6%	-8%
FBPA Giardia inh	nt	-1%	-1%	12%	4%	nt	2%	nt	nt	0%

Some of the entries so far, with two lines to a compound.
Screens in order: Shiga inhibitor, AmpC no deterg, HCMV inh, AMA1-RON2 inh, Cycloheximide cs, AmpC inh detg, FBPA Giardia inh
#20 C=CCn1c(=NC(=O)c2sc3ccccc3c2Cl)sc2cc(S(N)(=O)=O)ccc21
 : 8, -48%, nt, 13%, -5, -8%, 0%
#19 O=[N+]([O-])c1ccc(CSc2ccc(S(=O)(=O)N3CCCC3)cn2)cc1
 : nt, -19%, nt, -5%, nt, 6%, nt

(continued)
[21] CCN1C/C(=C/c2cccc([N+](=O)[O-])c2)C(=O)/C(=C/c2cccc([N+](=O)[O-])c2)C1
[22] O=C(O)c1ccccc1C(=O)Nc1ccc(S(=O)(=O)N2CCCC2)cc1
[23] CC(C)NC(=O)NC1C2CC3CC(C2)CC1C3 (stereo not drawn)
[24] Cn1c(-c2ccc3ccccc3n2)[n+](C)c2ccccc21
[25] Cc1nnc(SCC(=O)N2c3ccccc3CC2C)s1 (stereo not drawn)
[26] Cc1cc(-c2nnnn2-c2cc(Cl)cc(Cl)c2)no1
[27] CCCn1c(C)cc(C(=O)COC(=O)CN=C2NS(=O)(=O)c3ccccc32)c1C
[28] Cc1cc(=O)oc2cc(OCC(=O)Nc3ccc(S(=O)(=O)N(C)C)cc3)ccc12
[29] O=C(/C=C/c1ccco1)NC(=S)Nc1ccccn1
[30] Cc1onc(-c2ccccc2)c1-c1ccnn1S(=O)(=O)c1ccc(Cl)cc1
entry no.	21	22	23	24	25	26	27	28	29	30
Shiga inhibitor	1	22	-1	72*	16	8	7	1	109*	88*
AmpC no deterg	-22%	-8%	-13%	7%	-18%	-27%	-23%	-12%	-32%	-42%
HCMV inh	-103*	105	0	-72*	?	29	?	-3	35	0
AMA1-RON2 inh	-25%	0%	2%	-13%	0%	-6%	-3%	-3%	80%[activator]	5%
Cycloheximide cs	-7	-3	1	53*	8	2	-1	-2	56*	44*
AmpC inh detg	-4%	3%	-9%	-3%	1%	3%	-13%	-2%	2%	3%
FBPA Giardia inh	-14%	-7%	-1%	-7%	-9%	4%	-5%	0%	?	-14%

Screen by screen, quoted from above:
Cycloheximide cs, compounds 20–30: -5, -7, -3, 1, 53*, 8, 2, -1, -2, 56*, 44*

More structures.
[31] CC(=O)Nc1ccc(/C=C/c2nc3ccccc3o2)cc1
[32] Cc1ccc(NC(=O)NNc2cccc(Cl)n2)cc1
[33] CCc1nn(CC(=O)NCCCc2ccccc2)c(=O)c2cc3c(OC)cccc3n12
[34] CCn1nnnc1SCC(=O)N(C)C1CCS(=O)(=O)C1 (stereo not drawn)
[35] Cc1onc(-c2ccccc2)c1C(=O)NC(=S)NNC(=O)c1cc(-c2ccc(F)cc2)n[nH]1
[36] COc1nccnc1NS(=O)(=O)c1ccc(N/C=C2\CCCCC2=O)cc1
[37] CNC(=S)N1CCC(NC(=O)C23CC4CC(CC(C4)C2)C3)CC1
[38] COCCn1c(SCC(=O)Nc2cc(C(C)(C)C)nn2-c2ccccc2)nc2ccccc2c1=O
[39] O=S(=O)(c1ccccc1)N1CN(c2ccc(F)cc2F)c2nc3ccccc3nc21
[40] Cc1ccc(/C=N/NC(=O)c2ccc(Br)o2)s1
entry no.	31	32	33	34	35	36	37	38	39	40
Shiga inhibitor	101*	-8	-2	nt	44	-3	-6	11	nt	82*
AmpC no deterg	9%	-18%	-11%	-9%	2µM*	-34%	-2%	-6%	-13%	-35%
HCMV inh	-24	25	21&12	-24	20	-35	-5	26	89	60
AMA1-RON2 inh	5%	11%	-6%	-8%	85%[activator]	-3%	11%	15%	-14%	17%
Cycloheximide cs	54*	2	-2	nt	17	-1	-4	1	nt	43*
AmpC inh detg	-14%	-5%	?	8%	2%	1%	5%	?	nt	-3%
FBPA Giardia inh	14%	-1%	-15%	nt	21%	-1%	1%	4%	nt	-7%

[41] CN(C)CCCN1C(=O)c2oc3ccc(Cl)cc3c(=O)c2C1c1cccnc1 (stereo not drawn)
[42] CCOc1ccc(S(=O)(=O)N2CCN=C2c2ccccc2)cc1
[43] C=CC[C@@H](CC(=O)OC(C)(C)C)C(=O)OC[C@@H]1CCCN1C(=O)[C@H](CC=C)CC(=O)NCCO
[44] COc1ccc(-c2cn(CCC(=O)NCc3ccc(C)cc3)c(-c3ccncc3)n2)cc1
[45] O=C(Nn1c(-c2ccccc2)nc2ccccc2c1=O)c1cccs1
[46] O=C(N/C=C/n1cnc2cc(C(F)(F)F)ccc21)c1ccccc1F
[47] O=C(CNCc1ccccn1)Nc1ccc([N+](=O)[O-])cc1C(=O)Nc1ccccc1F
[48] N#CC1C=Cc2ccccc2N1C(=O)c1ccccc1 (stereo not drawn)
[49] Cc1ccccc1C(=O)Nc1ccnn1C1CCN(C(C)Cc2ccccc2F)CC1 (stereo not drawn)
[50] Cc1c(CCOC(=O)C23CC4CC(CC(C4)C2)C3)sc[n+]1CC#N
entry no.	41	42	43	44	45	46	47	48	49	50
Shiga inhibitor	2	-3	nt	-4	7	-12	15	-2	-4	-9
AmpC no deterg	68%[activator]	1%	182%[activator]	120%[activator]	-14%	21%	-48%	-2%	56%	24%
HCMV inh	4	-5	-9	6	-19	?	0	-26	-13	-99*
AMA1-RON2 inh	9%	-12%	2%	-17%	-14%	-2%	-2%	-6%	-3%	21%
Cycloheximide cs	5	-2	nt	1	3	-5	3	-3	-3	10
AmpC inh detg	3%	3%	nt	-5%	-1%	1%	?	-4%	-2%	3%
FBPA Giardia inh	6%	nt	nt	-3%	-9%	3%	20%	-8%	nt	-2%

[51] CN(CC(=O)Nc1ccc(OC(F)(F)F)cc1)C1CCCCC1
[52] Cc1sc2nc(CN3CCCC3)nc(NCc3ccncc3)c2c1C
[53] Cc1ccc(S(=O)(=O)N2CCN(C3CCC(c4ccccc4)CC3)CC2)cc1 (stereo not drawn)
[54] CC(=O)c1ccc(NC(=O)Nc2cccc(Cl)c2)cc1
[55] COc1cc(C(C#N)N2N=C(c3ccccc3)CC2c2ccccc2)ccc1O (stereo not drawn)
entry no.	51	52	53	54	55
Shiga inhibitor	-6	-7	-3	61*	87*
AmpC no deterg	-2%	32%	-15%	-49%	-23%
HCMV inh	-6	37	nt	99	219
AMA1-RON2 inh	-21%	29%	nt	-8%	29%
Cycloheximide cs	11	-3	-3	37*	30*
AmpC inh detg	0%	4%	?	-3%	3%
FBPA Giardia inh	?	-4%	0%	-4%	-5%

Molecules from the list above that contain an aryl thioether with sulfur outside any ring:
[13] Cc1ccc(S(=O)(=O)N(C)C)cc1NC(=O)C(C)Sc1ccccc1 (stereo not drawn)
[19] O=[N+]([O-])c1ccc(CSc2ccc(S(=O)(=O)N3CCCC3)cn2)cc1
[25] Cc1nnc(SCC(=O)N2c3ccccc3CC2C)s1 (stereo not drawn)
[34] CCn1nnnc1SCC(=O)N(C)C1CCS(=O)(=O)C1 (stereo not drawn)
[38] COCCn1c(SCC(=O)Nc2cc(C(C)(C)C)nn2-c2ccccc2)nc2ccccc2c1=O
entry no.	13	19	25	34	38
Shiga inhibitor	-5	nt	16	nt	11
AmpC no deterg	-27%	-19%	-18%	-9%	-6%
HCMV inh	-10	nt	?	-24	26
AMA1-RON2 inh	-15%	-5%	0%	-8%	15%
Cycloheximide cs	-1	nt	8	nt	1
AmpC inh detg	0%	6%	1%	8%	?
FBPA Giardia inh	-1%	nt	-9%	nt	4%
